Compound activity deposited in PubChem BioAssay by several laboratories.
T cell modulator = T cell immune modulation candidate; 2C CD8+ T cell-vesicle binding, flow cytometry; hits give low values; calls only at 7 µM; 330,000 compounds, 0.068% hits; AID 2052;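 active = response, share of CD8 T cells binding vesicles, and their 90th percentile fluorescence all below set limits, cut at about 80% in these data, passing the limit was not always enough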
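Test system: purified 2C TCR transgenic mouse naive CD8+ T cells. Probe or stimulus: QL9-peptide-loaded Drosophila micro-vesicles bearing Ld, ICAM-1 and B7-1. Incubation: binding step 1.5 h, 37 °C, antibody labelling 20 min, ice. Measured by: flow cytometry of vesicle-bound cells.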
GPR55 activation = selective activators of receptor GPR55 – imaging, U2OS cells, beta-arrestin-GFP redistribution, primary screen (AID 1961); U2OS GPR55 beta-arrestin-GFP redistribution imaging; higher % means a stronger effect; activation, % at 10 µM, or EC50 in µM where a hit was titrated; 290,000 compounds, 0.048% hits;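 active = activation above 40% with more than 50 cells counted in the well; inconclusive = wells holding fewer than 50 cells, flagged as toxic or sparse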;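 also: U2OS osteosarcoma cells stably expressing GPR55 and beta-arrestin-GFP; plate controls were DMSO negative control for no effect and LPI positive control for full effect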
West Nile antiviral = inhibition of WNV-induced cytopathic effect – cell-based, CPE readout (AID 1621); West Nile virus-infected cells, CPE inhibition; higher % means a stronger effect; CPE inhibition, % at 10 µM, or IC50 in µM where a hit was titrated; 290,000 compounds, 0.02% hits; in the data active = a potency from the dose series; inconclusive = CPE inhibition mostly from about 3.7% at the one dose, without a potency; inactive = the rest, 99 in 100 with CPE inhibition below about 2.2%; also: strong numbers were not always called active
Salmonella PhoP GFP = inhibitors of PhoP regulon expression, primary screen, Salmonella Typhimurium, GFP reporter (AID 1863). 300,000 compounds, 0.16% hits. S. Typhimurium PhoP-regulated promoter GFP reporter, 4 h; higher % means a stronger effect. inhibition, % at 50 µM, or IC50 in µM where a hit was titrated;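 active = inhibition over 29.93%, a cutoff 3 SD above the screen mean, later confirmed by dose response; inconclusive = inhibition over 29.93% but no dose response follow-up; inactive = inhibition at most 29.93% or unconfirmed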;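 also: 0% = low Mg2+ inducing control and 100% = high Mg2+ repressing control; strong numbers were not always called active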
KOR beta-arrestin-1 = kappa opioid receptor activators – cell-based, luminescence, uHTS, primary screen (AID 1777). 280,000 compounds, 0.02% hits. one-dose activation, % at 10 µM; EC50 in µM for titrated hits. KOR beta-arrestin recruitment, luminescence; higher % means a stronger effect; in the data active = activation above about 50%, passing the limit was not always enough; also: a part of the inactive calls stands beside numbers as strong as those of hits
NTR1 agonist = NTR1-driven beta-arrestin-GFP spot formation – imaging, U2OS cells, high content, primary screen (AID 493036); P30989; agonist mode; activation, % at 20 µM; 330,000 compounds, 0.17% hits;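 active = activation at or above 40% of the spot to cytoplasm intensity ratio, with at least 20 cells analyzed; inconclusive = wells under 20 cells, flagged as cytotoxic or low count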;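 also: 0% = DMSO without peptide and 100% = 100 nM NTR1 peptide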
Target sequence (P30989 whole entry, looked up): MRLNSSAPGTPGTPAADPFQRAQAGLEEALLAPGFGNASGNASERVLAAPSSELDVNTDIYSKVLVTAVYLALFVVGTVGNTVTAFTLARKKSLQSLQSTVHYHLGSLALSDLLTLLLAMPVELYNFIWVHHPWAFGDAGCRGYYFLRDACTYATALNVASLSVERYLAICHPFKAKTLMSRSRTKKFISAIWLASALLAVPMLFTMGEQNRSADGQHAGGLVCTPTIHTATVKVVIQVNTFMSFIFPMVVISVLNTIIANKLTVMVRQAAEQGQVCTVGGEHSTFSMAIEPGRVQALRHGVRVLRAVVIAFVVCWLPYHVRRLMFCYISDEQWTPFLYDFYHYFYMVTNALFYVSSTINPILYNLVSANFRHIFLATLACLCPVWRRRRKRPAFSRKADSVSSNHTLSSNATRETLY
GPR35 arrestin U2OS = inhibition of zaprinast-stimulated GPR35 beta-arrestin translocation – imaging, U2OS, beta-arrestin-GFP, zaprinast agonist, primary screen (AID 2058); U2OS GPR35 beta-arrestin-GFP translocation imaging, zaprinast antagonism; higher % means a stronger effect; inhibition, % at 10 µM, or IC50 in µM where a hit was titrated; 290,000 compounds, 0.052% hits;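 active = inhibition of at least 50% with at least 30 cells and total cytoplasm GFP at most 10,000,000; inconclusive = under 30 cells or total GFP of 10,000,000 plus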
KOR beta-arrestin-2 = KOR antagonists, beta-arrestin recruitment, cell-based, luminescence, uHTS (AID 1778). KOR beta-arrestin recruitment, luminescence, antagonist mode; higher % means a stronger effect. inhibition, % at 10 µM, or IC50 in µM where a hit was titrated. 290,000 compounds, 0.091% hits; in the data active = inhibition above about 50%; also: strong numbers were not always called active
GPR55 antagonists = inhibition of LPI-stimulated GPR55 beta-arrestin translocation – imaging, U2OS, beta-arrestin-GFP, LPI agonist, primary screen (AID 2013); U2OS GPR55 beta-arrestin-GFP translocation imaging, LPI antagonism; higher % means a stronger effect; one-dose inhibition, % at 10 µM; IC50 in µM for titrated hits; 290,000 compounds, 0.13% hits;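 active = spots per cell inhibited over 60%, with over 100 cells counted and total cytoplasm intensity under 500,000; inconclusive = wells with under 100 cells, flagged as likely toxic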;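 also: U2OS cells stably carrying GPR55 and arrestin-GFP stimulated by 5 µM LPI near EC80; imaged beta-arrestin-GFP aggregate spots per cell after agonist stimulation; plate controls were LPI-stimulated DMSO wells for no effect and DMSO wells without LPI for full effect; some results filed as inactive read as strong as hits; confirmed hits need IC50 under 10 µM and bright autofluorescent wells are also inconclusive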
T cell modulator vesicle-bound % = recorded beside T cell modulator, whose call it bears; double positive events, %; measured here: CD8+ vesicle-bound cell fraction;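 binding gate set so that unloaded-vesicle control wells show 10% double positive cells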
NTR1 agonist cell count 20 µM = further read-out of NTR1 agonist, marked with its call; cell count; measured here: cell count, cytotoxicity flag
The depositor's hits bear a star; i = inactive; u = inconclusive; x = not tested or not shown; [ ] = remark or other dose.

SMILES | T cell modulator | T cell modulator vesicle-bound % | GPR55 activation | West Nile antiviral | Salmonella PhoP GFP | KOR beta-arrestin-1 | NTR1 agonist | NTR1 agonist cell count 20 µM | GPR35 arrestin U2OS | KOR beta-arrestin-2 | GPR55 antagonists
COc1cc2[nH]c(C(=O)N3CCN(C)CC3)cc2c(OC)c1OC | i | 40.2 | -0.1% | -0.2% | 3.9% | 2.9% | -0.8 | 91 | -12.2% | -15.6% | -1.9%
Nc1nc(CSc2ccccn2)nc(Nc2ccccc2)n1 | i | 34.3 | 0.2% | 1.7% | -0.9% | -0.1% | 0.4 | 72 | 1.1% | -6.7% | -4.4%
Brc1ccc(-c2nnc3sc(CN4CCN(c5ccccc5)CC4)cn23)cc1 | i | 52.1 | 0.0% | -0.1% | -8.8% | 8.2% | 8.0 | 54 | -3.8% | 6.3% | 9.2%
O=C(c1ccccc1)[C@@H]1[C@@H]2C(=O)N(c3ccc(F)cc3)C(=O)[C@@H]2C2CCCN21 (stereo partly specified) | i | 24.8 | -0.6% | -0.7% | -8.1% | 1.6% | 0.6 | 53 | -6.3% | -14.3% | 1.0%
CC1CCCCN1S(=O)(=O)c1ccc(C(=O)Nc2nnc(C3=COCCO3)o2)cc1 (stereo unspecified) | i | 13.2 | 0.0% | -1.1% | -6.0% | -1.2% | 1.6 | 64 | -4.6% | 11.0% | 11.9%
Cc1ccc(O)c(C(=O)c2cc(C#N)c(=O)n(C(C)c3ccccc3)c2)c1 (stereo unspecified) | i | 35.2 | -0.2% | -1.4% | -6.6% | 0.0% | 1.6 | 51 | -22.1% | -55.2% | 0.8%
Cc1cc(N)n2ncc(-c3ccc(Cl)cc3)c2n1 | i | 61.4 | -0.2% | 1.3% | 5.5% | 2.7% | 0.0 | 95 | -8.1% | -1.9% | 9.2%
CCCCCCOC(=O)CCc1c(C)nc(N)[nH]c1=O | i | 9.0 | -0.1% | 0.3% | -4.2% | -2.9% | -1.9 | 41 | 5.4% | 9.3% | 0.1%
CC12CCC(C(=O)NNc3ccccc3)(OC1=O)C2(C)C (stereo unspecified) | i | 48.8 | 0.2% | 1.7% | 2.2% | -3.0% | -0.7 | 67 | -17.2% | -9.8%[20 µM] | -1.5%
CC(=O)Nc1ccc(NC(=O)CCCNC(=O)c2ccc(Cl)cc2)cc1 | i | 35.9 | -0.1% | -0.2% | 8.5% | 0.9% | -0.2 | 44 | 5.2% | -28.3% | -0.1%
COCC(C)NC(=S)NC(=O)c1cc(S(=O)(=O)N2CCOCC2)ccc1C (stereo unspecified) | i | 35.5 | 0.2% | -1.1% | -0.9% | 1.9% | -0.6 | 80 | -9.8% | -18.5%[20 µM] | -2.2%
O=S(=O)(Nc1ncccn1)c1ccc(NC(=S)N2CCN(c3cccc(C(F)(F)F)c3)CC2)cc1 | i | 9.8 | -0.1% | -0.1% | -2.1% | 3.0% | 1.0 | 40 | 3.6% | 12.3% | 17.7%
CC(NCc1ccccc1O)c1ccccc1 (stereo unspecified) | i | 49.1 | -0.5% | -0.9% | -3.5% | -0.4% | -0.2 | 32 | -0.3% | 20.4% | 7.4%
COc1cccc(NC(=O)Nc2cc(Cl)ccc2C)c1 | i | 50.9 | -0.9% | -1.4% | 2.6% | -2.2% | 0.8 | 83 | 10.1% | 8.7% | 0.2%
CCOC(=O)C1=C(C)Nc2nc(C)nn2C1c1cc(OC)ccc1OC (stereo unspecified) | i | 47.0 | 0.9% | 0.0% | -8.9% | 0.9% | -0.8 | 47 | 2.0% | 16.2% | 1.9%
CCOc1ccc2nc(N3CCCN(C(=O)Nc4ccccc4C)CC3)c(C#N)cc2c1 | i | 28.1 | -0.1% | -0.3% | -20.6% | 0.2% | 3.0 | 74 | -1.1% | 14.9% | 15.5%
Cc1nn(C)c2ncc(C(=O)c3cc(F)ccc3O)cc12 | i | 29.0 | -0.1% | -0.1% | -6.0% | -1.3% | 3.1 | 55 | 35.4% | -62.2% | 21.2%
C/C(=C\c1ccccc1)C(=O)Nc1ccc(Cl)cn1 | i | 61.3 | -0.1% | 1.2% | 2.2% | -4.3% | -0.2 | 65 | 5.2% | 12.0% | 1.7%
Cc1[nH]c2ccc(C(=O)N3CCN(c4cccc(Cl)c4)CC3)cc2c1C | i | 13.3 | -0.1% | 2.7% | 5.1% | -1.0% | 23.1 | 57 | 2.9% | -151.8% | -16.7%
C=CCOn1c(=O)c(-c2ccc(F)cc2)[n+]([O-])c2ccccc21 | x | x | -0.1% | -0.6% | x | -2.4% | -1.0 | 88 | -12.2% | 6.2% | 4.4%
COc1ccccc1NC(=O)c1cc(Cl)ccc1NC(=O)c1ccco1 | i | 48.4 | 0.5% | 0.7% | -12.1% | 0.1% | 3.5 | 58 | -9.1% | -5.2% | 24.9%
COc1cccc(/C=C2/Sc3ccc(C(=O)NCCCN4CCCC4)cc3NC2=O)c1 | i | 13.4 | -0.3% | u | -12.7% | -3.3% | 0.5 | 67 | -2.4% | -22.4% | -12.0%
O=C(Nc1ccccc1)C1(c2ccccc2)CC1(Cl)Cl (stereo unspecified) | i | 12.1 | -0.2% | -0.1% | -0.7% | -0.4% | -1.4 | 66 | 9.4% | -30.2% | 7.6%
CCCCn1c(N)c(N2CCOCC2)c(=O)n(CC(=O)NC(C)c2ccccc2)c1=O (stereo unspecified) | i | 23.1 | 0.2% | 0.2% | 6.4% | -1.1% | -0.6 | 47 | -3.9% | -4.2% | 8.4%
COC(=O)CSc1nnc2n1C(C)(C)Cc1ccccc1-2 | i | 42.7 | -1.0% | 0.5% | -9.9% | -8.7% | 2.1 | 75 | 10.6% | -15.4% | 8.4%

Record cards (already shown). Screens in order: T cell modulator, T cell modulator vesicle-bound %, GPR55 activation, West Nile antiviral, Salmonella PhoP GFP, KOR beta-arrestin-1, NTR1 agonist, NTR1 agonist cell count 20 µM, GPR35 arrestin U2OS, KOR beta-arrestin-2, GPR55 antagonists
COc1cccc(/C=C2/Sc3ccc(C(=O)NCCCN4CCCC4)cc3NC2=O)c1 as listed: i, 13.4, -0.3%, u, -12.7%, -3.3%, 0.5, 67, -2.4%, -22.4%, -12.0%
CCOC(=O)C1=C(C)Nc2nc(C)nn2C1c1cc(OC)ccc1OC (stereo unspecified) as listed: i, 47.0, 0.9%, 0.0%, -8.9%, 0.9%, -0.8, 47, 2.0%, 16.2%, 1.9%
COc1cccc(NC(=O)Nc2cc(Cl)ccc2C)c1 as listed: i, 50.9, -0.9%, -1.4%, 2.6%, -2.2%, 0.8, 83, 10.1%, 8.7%, 0.2%

Other compounds follow:
SMILES | T cell modulator | T cell modulator vesicle-bound % | GPR55 activation | West Nile antiviral | Salmonella PhoP GFP | KOR beta-arrestin-1 | NTR1 agonist | NTR1 agonist cell count 20 µM | GPR35 arrestin U2OS | KOR beta-arrestin-2 | GPR55 antagonists
Cc1c(C(=O)N2CCCC(C)C2)sc2ncnc(N3CCCCC3C)c12 (stereo unspecified) | i | 49.1 | 1.0% | -1.0% | -5.0% | 1.3% | 5.3 | 90 | 5.4% | -32.7% | 9.6%
CCc1cc2c(=O)n(-c3ccccc3)cnc2s1 | i | 45.6 | 0.0% | 0.2% | -1.0% | -5.3% | 1.0 | 50 | -4.6% | 11.7% | 7.2%
CN(C)c1cccc(NC2=CC(=[N+]3CCOCC3)CC(C)(C)C2)c1 | i | 12.7 | -0.1% | -0.5% | -18.2% | -1.6% | 0.1 | 92 | -0.2% | 7.4% | 9.2%
CS(=O)(=O)N(CC(=O)N1CCCC1)c1cccc(Cl)c1Cl | i | 11.1 | 0.7% | -0.4% | -5.3% | -3.5% | -0.4 | 35 | 14.0% | 25.7% | -3.9%
CCN(CC)C1CC(=O)N(c2ccc(Br)cc2)C1=O (stereo unspecified) | i | 54.5 | 0.4% | 2.5% | 0.8% | -2.8% | 0.6 | 69 | -3.6% | -6.6% | 2.6%
CCc1cccc2sc(NC(=O)C3CC3)nc12 | i | 32.7 | 0.0% | -0.9% | x | -3.1% | 0.2 | 81 | -1.1% | 14.4%[20 µM] | -13.6%
CC1=NN(c2ccc(Cl)cc2)C(=O)/C1=C\c1cccn1-c1ccc(S(N)(=O)=O)cc1 | i | 45.6 | -0.3% | -1.2% | 2.8% | 0.0% | 16.6 | 49 | -1.8% | 30.1% | 48.2%
Cc1c(C(C)NC(=O)c2cc(COc3cccc4cnccc34)on2)cnn1C (stereo unspecified) | i | 24.6 | -0.2% | -0.3% | -2.4% | -7.0% | 0.1 | 61 | 2.6% | -29.0% | -0.2%
O=C1C(Cc2c[nH]c3ccccc23)NC(=S)N1C1CCCCC1 (stereo unspecified) | i | 11.3 | 0.2% | -0.9% | -2.7% | -1.0% | 5.6 | 39 | 9.8% | -22.9% | 1.6%
CN1CCN(C(=O)C2=C[C@@H](C(C)(C)C)C[C@@H](OCc3ccc(CO)cc3)O2)CC1 | i | 44.1 | -0.2% | -0.2% | -5.9% | 0.6% | -6.6 | 95 | -2.4% | 0.7% | 3.6%
CN1C(=O)C(=O)/C(=C(/O)c2ccc(Br)cc2)C1c1cccc([N+](=O)[O-])c1 (stereo unspecified) | i | 44.2 | 0.4% | -0.1% | 3.5% | 6.0% | 0.8 | 71 | 1.0% | -40.2%[20 µM] | 2.1%
CC1CCCN(C(=O)c2ccc3c(c2)C(=O)N(CCC2=CCCCC2)C3=O)C1 (stereo unspecified) | i | 39.5 | -0.2% | x | 4.6% | -1.0% | 4.7 | 85 | 12.7% | 11.6% | 6.5%
O=C(O)c1ccc2nc(-c3ccco3)c(-c3ccco3)nc2c1 | x | x | -0.1% | 0.2% | -9.9% | x | 1.3 | 27 | -6.9% | -13.2%[20 µM] | 0.0%
Cc1ccc(S(=O)(=O)Nc2ccc(SC(F)F)cc2)c(C)c1 | i | 53.7 | 0.4% | -1.3% | 7.8% | 0.3% | 2.4 | 73 | -11.5% | -10.9% | 15.4%
Cc1cccc(N2CCN(S(=O)(=O)c3ccc4c(c3)CCCN4C(=O)C3CCC3)CC2)c1C | i | 31.7 | 0.1% | 1.8% | 0.9% | 0.2% | 2.7 | 81 | 3.2% | -24.8% | 0.3%
COc1ccc(S(=O)(=O)N2CCC(C(=O)N[C@H](C(=O)N3CCCC3)C(C)C)CC2)cc1 | i | 7.6 | 0.2% | -0.4% | -9.7% | -1.8% | 0.7 | 60 | 12.9% | 6.4% | -1.2%
